S3 lipid droplet: qHTS Assay for Lipid Storage Modulators in Drosophila S3 Cells. AID 2685. Drosophila S3 cells, BODIPY lipid droplet fluorescence, 18-24 h; cells fed with added oleic acid. hit rate 0.64% among 320,000. lipid storage change, negative = inhibition, % at the top dose, mostly 46.1 µM; hits show Potency in µM; active = well fitted inhibition curve with a large enough effect in the signal ratio, with a control signal flat, not every such curve was filed as active; inconclusive = small, poorly fitted or top-dose-only effect, or effect the other way, or a change in a side signal; the % refers to the signal ratio
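Drosophila S3 cells loaded with oleic acid (400 uM, as added) and compounds at several concentrations; lipid droplets imaged by 488-nm laser-scanning cytometry, 500–530 nm intensity and object ratio to cell channel. Percent activity normalized to 20 uM Triacsin C.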
S3 lipid droplet cell count max: recorded beside S3 lipid droplet, whose call it bears; cell number change, %; measured here: cell count max response;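 cells counted by Cell Tracker Red CMTPX staining in the red channel; peak over a dose series mostly up to 46.1 µM; percent activity relative to internal control wells on each plate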
* = called active by the depositor; i = inactive; ? = inconclusive; nt = no result given; [ ] = another dose, or the depositor's remark. % is scaled to controls: 0 for no effect and ±100 for the full control effect; potency is read from the fitted curve at half-maximal effect.

SMILES	S3 lipid droplet	S3 lipid droplet cell count max
CCOc1ccc(C(Nc2ccc(C)cc2)P2(=O)OCCC(C)O2)cc1 (stereo unspecified)	?	nt
CCOC(=O)C(C)OC(=O)C1=C(C)NC(=O)NC1c1ccc2c(c1)OCO2 (stereo unspecified)	17.3%	-0.7
CC(C)(C)c1cc(C(=O)NCc2ccco2)ccn1	i	nt
CS(=O)(=O)N(CCC(=O)O)Cc1ccccc1	?	nt
COc1cc(OC)c(C(=O)NC23CC4CC(CC(C4)C2)C3)cc1OC	?	nt
CCCOc1ccc(Br)cc1/C=N/O	?	nt
O=C(NC1CCCCCC1)c1ccc(S(=O)(=O)NCc2ccco2)cc1	?	nt
CC(CC(C)C(=O)N1CCOCCN(C(=O)C(C)CC(C)C(=O)O)CCOCC1)C(=O)O (stereo unspecified)	?	nt
CC(C)(C)C(=O)Nc1cc(C(F)(F)F)ccc1-n1ccnc1	?	nt
CCCC(=O)NNC(=O)c1ccoc1C	?	nt
CCn1c(/C=C2\C(=O)N(C)c3ccccc32)nc2ccccc2c1=O	?	nt
CC(C)CCC1(C)NC(=O)N(CC(=O)c2ccc[nH]2)C1=O (stereo unspecified)	?	nt
Cc1sc(-n2cccc2)c(C(=O)O)c1C	1.84µM*	-19.7*
O=C(CCn1nnc2ccccc21)Nc1nnc(-c2ccccc2F)s1	?	nt
CC(NC(=O)c1cccnc1)c1ccc2c(c1)OCO2 (stereo unspecified)	?	nt
CCOC(=O)N1CCC(NC(=O)CN2C(=O)CSc3ncccc32)CC1	?	nt
Cc1ccc2c(c1)C1CN(C)CCC1N2C(=O)Nc1ccc(Cl)cc1 (stereo unspecified)	-0.2%	-8.5
COc1cc(/C=N/NC(=O)Cc2ccc(Br)cc2)cc(OC)c1O	-8.9%	-9.3
COc1ccc(S(=O)(=O)Cc2ccc(C(=O)NC3CC3)o2)cc1	?	nt
COCCn1c(=NC(C)=O)sc2cc([N+](=O)[O-])ccc21	?	nt
CCn1cc(CN2CCCC(C(=O)Nc3ccc(-c4nc5ccccc5[nH]4)cc3)C2)c(C)n1 (stereo unspecified)	?	nt
CC1CC(C)CN(S(=O)(=O)c2ccc(C(=O)N3CC(C)OC(C)C3)cc2)C1 (stereo unspecified)	?	nt
Cc1cccc(C)c1NC(=O)CCCCCC1NC(=O)NC1C (stereo unspecified)	1.4%	4.7
COc1ccccc1CNC(=O)CSC1=NCCS1	?	nt
CC1CCC(NC(=O)c2cc(S(=O)(=O)N3CCCCC3)ccc2N2CCOCC2)CC1 (stereo unspecified)	?	nt
Cc1oc2nc(SCC(=O)N3CCCCC3)nc(N)c2c1C	?	nt
COc1ccc(N2CC(C(=O)Nc3nc4ccc(F)cc4s3)CC2=O)c(OC)c1 (stereo unspecified)	?	nt
NC(=O)c1ccccc1N/C=C/C(=O)c1ccc(Cl)cc1Cl	-7.3%	-7.9
Cc1ccc2nc(-c3cccc(NS(C)(=O)=O)c3)cc(-c3ccccc3)c2c1	?	nt
COc1ccc(CCCC(=O)O)c(C)c1	-6.2%	4.1
Cc1ccccc1C1(CCN2CCCCC2)CCOC(C)(C)C1 (stereo unspecified)	?	nt
Cc1cc(C)c2c(-n3cccc3)c(C(=O)O)sc2n1	-2.1%	nt
C[C@H](NC(=O)c1ccco1)C(=O)NCCc1ccc(S(N)(=O)=O)cc1	-25.4%	nt
CS(=O)(=O)c1nc(S(=O)(=O)c2ccc(Cl)cc2)c(N2CCCCCC2)s1	i	-8.8
O=C(Nc1ccccc1)c1ccc2c(c1)CCN2S(=O)(=O)c1ccccc1	i	1.7
CC(NCc1ccc(S(N)(=O)=O)cc1)C(=O)Nc1ccc([N+](=O)[O-])cc1Cl (stereo unspecified)	?	nt
CN(C)/C=C/c1onc(-c2c(F)cccc2Cl)c1C#N	?	nt
CCOC(=O)c1c(C)c(C(=O)OCC)n(C)c1C	-1.1%	-15.1
Cc1nnsc1C(=O)N1CCCC(Nc2ccc(F)c(F)c2)C1 (stereo unspecified)	?	nt
CC(=O)c1ccc(NC(=O)Nc2ncn(Cc3cccc(C)c3)n2)cc1	5.7%	0.3
CNC(=O)/C(=C/c1ccc2c(c1)OCO2)NC(=O)c1ccc(Br)cc1	?	nt
CCOc1ccc(N(Cc2cc3cc(C)ccc3[nH]c2=O)C(=O)COC)cc1	?	nt
CCc1cccc(NC(=O)Cc2ccc([N+](=O)[O-])cc2)c1	?	nt
CCn1c(SCC(=O)N/N=C/C=C/c2ccco2)nnc1-c1ccc(OC)cc1	24.9%	15.9
COc1cccc(-c2nc(=S)c3c(o2)CCCC3)c1	3.0%	9.6
FC(F)(F)c1cc(-c2ccccc2)nc(N2CCCCC2)n1	i	-12.2
CCC(C)/C(C)=N/NC(=O)C1COc2ccccc2O1 (stereo unspecified)	?	nt
CCOc1ccc(C(C)(C)C)cc1S(=O)(=O)N1CCOCC1	i	-15.6
COc1ccccc1NC1=C(Cl)C(=O)N(c2ccccc2)C1=O	?	nt
COc1cc(C(=O)Nc2cccc3cccnc23)cc(OC)c1OC	?	nt
Cc1cccc(CNc2ncnc3ccc(-c4ccc5c(c4)OCO5)cc23)c1	?	nt
O=c1ccnc2n1COCS2	i	nt
O=C(NCCSc1ccccc1)c1cncc(Br)c1	?	nt
CC1=[N+]([O-])C(C)(C)N(O)C1(C)C	-29.9%	-20.1
Cc1ncn(C23CC4CC(CC(C4)C2)C3)n1	?	nt
Cn1c2ccccc2c(=O)c2cc(C#CC3=CCCCC3)ccc21	2.2%	5.3
N#Cc1c(Nc2ccc(Cl)cc2)s[nH]c1=O	?	nt
CC(=O)OCC1OC(OCc2cn(C[C@H]3CC[C@H](Cn4cc(COC5OC(COC(C)=O)C(OC(C)=O)C(OC(C)=O)C5OC(C)=O)nn4)O3)nn2)C(OC(C)=O)C(OC(C)=O)C1OC(C)=O (stereo partly specified)	?	nt
O=C1COc2ccc(C(=O)COC(=O)CCc3ccc(S(=O)(=O)N4CCOCC4)cc3)cc2N1	?	nt
CC(C)(C)OC(=O)N[C@@H](Cc1ccccc1)C(=O)N1CCC(C(=O)O)CC1	26.3%	-7.8

The list goes on.
SMILES	S3 lipid droplet	S3 lipid droplet cell count max
COc1cc2sc(C)nc2c2sccc12	14.1%	-9.4
COc1ccccc1C(=O)N/C(=C/c1ccco1)C(=O)Nc1cccc(C(=O)O)c1	1.5%	-10.4
Cc1cccc(C)c1NC(=O)CN(C)C(=O)c1ccc(N2C(=O)CCC2=O)cc1	?	nt
CCOC(=O)c1cc(NC(=O)OC)c(C)nc1C	i	-8.5
O=C(c1cccc(Cl)c1)N1CCCc2ccccc21	?	nt
COc1ccc(N2C(=O)NC3CC2(C)Oc2ccc(Br)cc23)cc1OC (stereo unspecified)	?	nt
c1ccc(Oc2nc(NCc3ccco3)nc(NCc3ccco3)n2)cc1	3.2%	-24.3
O=C(CN1CCN(Cc2ccccc2)CC1)NNC(=O)c1ccc(Cl)cc1	?	nt
Cc1ccccc1S(=O)(=O)Cc1ccc(C(=O)O)o1	?	nt
Cc1nn(-c2ccccc2)c(Cl)c1/C=C(\C#N)C(=O)NC(C)C	?	nt
Cc1ccc(Sc2ccc(CN3CCCC3)cc2[N+](=O)[O-])cc1	16.9%	-8.1
Cc1nnc(SCC(=O)N(Cc2ccccc2)C(C)C)n1-c1ccccc1	?	nt
O=C(/C=C/c1ccco1)OCn1nnc2ccccc2c1=O	?	nt
O=C1Nc2cc(S(=O)(=O)N3CCCC3)ccc2N2CCCC12 (stereo unspecified)	-9.6%	0.2
Cc1cc(N2CCN(c3nc4ccccc4s3)CC2)n2ncnc2n1	?	nt

A section of the results above:
SMILES	S3 lipid droplet	S3 lipid droplet cell count max
Cc1ccccc1S(=O)(=O)Cc1ccc(C(=O)O)o1	?	nt
Cc1nn(-c2ccccc2)c(Cl)c1/C=C(\C#N)C(=O)NC(C)C	?	nt

An excerpt of these results, with values under each structure:
Every second line gives: S3 lipid droplet	S3 lipid droplet cell count max
- CCCOc1ccc(Br)cc1/C=N/O
→ ?	nt
- O=C(NC1CCCCCC1)c1ccc(S(=O)(=O)NCc2ccco2)cc1
→ ?	nt
- CC(CC(C)C(=O)N1CCOCCN(C(=O)C(C)CC(C)C(=O)O)CCOCC1)C(=O)O (stereo unspecified)
→ ?	nt
- CC(C)(C)C(=O)Nc1cc(C(F)(F)F)ccc1-n1ccnc1
→ ?	nt
- CCCC(=O)NNC(=O)c1ccoc1C
→ ?	nt
- CCn1c(/C=C2\C(=O)N(C)c3ccccc32)nc2ccccc2c1=O
→ ?	nt

Additional records
SMILES	S3 lipid droplet	S3 lipid droplet cell count max
Cc1ccc(N/C=C(\[N+](=O)[O-])S(=O)(=O)c2ccccc2)cc1	?	nt
O=C(CC1SC(N2CCOCC2)=NC1=O)Nc1ccccc1Cl (stereo unspecified)	6.8%	0.8
O=c1c2ccccc2nnn1Cc1cccc2ccccc12	?	nt
Cc1c(NC(=O)c2ccc3c4c(cccc24)CC3)c(=O)n(-c2ccccc2)n1C	5.7%	-6.5
Cc1cnc(NC(=O)CSc2nnc(N)s2)s1	?	nt
CCOC(=O)C1=C(C)N=c2s/c(=C/c3ccc(OCC(=O)O)cc3)c(=O)n2C1c1ccc(OC)cc1OC (stereo unspecified)	11.6µM*	-12.6*
CCOC(=O)N/N=C\c1ccc(OC/C=C/c2ccccc2)c(OC)c1	?	nt
CC(C)[C@@H]1NC(=O)c2cc([N+](=O)[O-])cc(I)c2NCC[C@@H](C(N)=O)NC(=O)[C@H](CO)NC1=O	-0.4%	-0.5
O=C(O)CSc1nnc(CSc2nc3ccccc3s2)n1-c1ccccc1	-5.2%	3.3
COc1ccc2nc(SCC(=O)N(C)CC(=O)Nc3ccc(F)cc3)[nH]c2c1	?	nt
CCOC(=O)C1=C(COC(=O)c2ccc(Cl)cc2[N+](=O)[O-])NC(=O)NC1C (stereo unspecified)	i[0.0737 µM]	3.4
O=c1[nH]nc(Cc2ccc(-c3cccc(Cl)c3)o2)c2ccccc12	i	nt
COCCNC(=O)CN(C(=O)CCC(=O)Nc1ccccn1)c1cc(C)ccc1C	-5.8%	-9.4
Cc1ccc(C(=O)Nc2ccccn2)cc1S(=O)(=O)N1CCOCC1	?	nt
COc1ccc(-c2c(-c3ccccc3OC)sc3ccccc23)cc1OC	?	nt
CN(C)CCn1c(=N)n(CC(O)c2ccc(Cl)c(Cl)c2)c2ccccc21 (stereo unspecified)	21.1%	7.4
Cc1nn(C)cc1S(=O)(=O)Nc1ncccn1	?	nt
CCOc1ccccc1C1C(C#N)=C(N)Oc2cc(N)ccc21 (stereo unspecified)	?	nt
O=C1C2C3C=CC(CC3)C2C(=O)N1c1ccc(Br)cc1[N+](=O)[O-] (stereo unspecified)	12.1%	3.4
Cc1ccc2c(c1)-c1ncc(C(=O)c3cc(Br)ccc3O)cc1CO2	22.1%	11.4
O=C(COc1ccc(OCc2ccccc2)cc1)NN=C1CCCC1	?	nt
CC1(C)Cc2cccc(OCC(=O)N3CCN(S(=O)(=O)c4ccccc4F)CC3)c2O1	?	nt
CCOC(CNC(=O)CN1C(=O)COc2ccc(S(=O)(=O)N3CC(C)CC(C)C3)cc21)OCC (stereo unspecified)	?	nt
CC1(c2nnc(-c3ccccc3)o2)CC(c2ccc(F)cc2)=NO1 (stereo unspecified)	22.9%	1.3
CN(C)C(=O)c1ccc(NC(=O)COC(=O)CC23CC4CC(CC(Br)(C4)C2)C3)cc1	?	nt
CCN(CC)CCCN1C(=O)C(O)=C(C(=O)c2ccco2)C1c1cc(OC)ccc1OC (stereo unspecified)	-0.4%	10.6
Cc1ccc(NC(=O)CN2C(=O)CCS(=O)(=O)c3ccccc32)cc1Cl	i	-8.0
Cc1nnc(SCc2nc3sc4c(c3c(=O)[nH]2)CCCC4)[nH]c1=O	?	nt
Cn1c(/C(C#N)=C/c2ccncc2)nc2ccccc21	?	nt
Cc1ccsc1/C=N/NC(=O)Cc1ccc(Cl)cc1	?	nt

Profiles, quoted from the list. Order of values: S3 lipid droplet	S3 lipid droplet cell count max
CN(C)C(=O)c1ccc(NC(=O)COC(=O)CC23CC4CC(CC(Br)(C4)C2)C3)cc1 is listed with ?	nt
CC1(C)Cc2cccc(OCC(=O)N3CCN(S(=O)(=O)c4ccccc4F)CC3)c2O1 is listed with ?	nt
CCOC(CNC(=O)CN1C(=O)COc2ccc(S(=O)(=O)N3CC(C)CC(C)C3)cc21)OCC (stereo unspecified) is listed with ?	nt

Next part
SMILES	S3 lipid droplet	S3 lipid droplet cell count max
Fc1ccc(CSc2nnc(-c3cc4c(s3)-c3ccccc3CC4)o2)cc1	14.8%	-6.5
COc1ccc2[nH]cc(C(=O)CN3CCCCC3)c2c1	20.5%	-0.8
CCOC(=O)CCN(Cc1cccs1)S(=O)(=O)c1ccc(Cl)cc1	?	nt
Cc1cc(=O)cc(C)n1-c1ccc(Cl)cc1	?	nt
COc1ccc(/C=N/NS(=O)(=O)c2ccccc2)cc1OC(=O)c1ccc(C)cc1	-8.4%	nt
Cn1c(N)c(C(=O)CSc2nc3ccccc3[nH]2)c(=O)n(C)c1=O	0.1%	4.1
CCCCc1ccc(NS(=O)(=O)c2cccc(C(=O)N3CCCN(C)CC3)c2)cc1	-7.8%	-2.9
Cc1ccc2cc3cc(C(=O)N4CC(C)CC(C)C4)oc3nc2c1 (stereo unspecified)	-8.0%	-3.9
Cc1ccc(NC(=O)c2ccc(Nc3ccccc3F)nc2)cc1	?	nt
Cc1cccc(CSCc2ccc(C(=O)O)o2)c1	?	nt
CCOc1ccc(NC(=O)CCc2nnc3ccc(N4CCC5(CC4)OCCO5)nn23)cc1	?	nt

Screening data (PubChem BioAssay)

An excerpt; the hit share may differ from the screen's.
